TRPN1 ag: activates the zebrafish TRPN1 channel. HEK293 zebrafish TRPN1-YFP, Fluo-8 calcium fluorescence; 100% = response to 87 µM carbachol. activation, % at 3 µM. 0.18% of 220,000 active. AID 1424;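 active means activation above its plate's cutoff, the mean activation of test wells on that plate plus 3 SD, cut at about 19% in these data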;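 further: 0% = DMSO alone and 100% = 87 µM carbachol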
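Control set: carbachol 87 µM as high control, DMSO as low control; system: HEK293 stable line with zebrafish TRPN1-YFP; read-out: % activation versus carbachol response; detection: intracellular calcium fluorescence with Fluo-8; doses: single test compound dose, 3 µM nominal, 0.3% DMSO; schedule: dye 1 h 37 °C plus 30 min RT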
CHOP inh: inhibitors of CHOP induction in ER stress response. inhibition, % at 10 µM. 3.8% of 220,000 active. CHO-K1 CHOP-promoter luciferase, tunicamycin-induced, 15-18 h;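 active means compounds that reduced the stress-induced luciferase reporter signal by more than about 70% of percent inhibition, limit read from the data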;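 further: 0% = tunicamycin plus vehicle and 100% = wells without tunicamycin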
MDM2 E3 inh: inhibitors of human Mdm2 E3 ubiquitin ligase; cell-based MDM2 ubiquitination luciferase reporter, 2 h; 0 = plate control, 100 = twice control, blank-subtracted; 0.11% of 210,000 active; Q00987; signal enhancement, % at 5 µM;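 active means signal enhancement of 30% or more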;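 further: luminescence tracks abundance of the self-degrading MDM2-luciferase fusion protein; higher signal means inhibition of MDM2 E3 ligase activity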
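Material: stable MDM2–luciferase fusion reporter cells / Quantity: 2000 cells/well / Dosing: single 5 µM compound dose, 0.2% final DMSO / Buffer or medium: DMEM / Schedule: 4 h cell settling then 2 h compound exposure, 37 °C / Detection: luminescence with SteadyLite reagent, 15 min at room temperature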
EBV gp42 inh: blocks Epstein-Barr virus glycoprotein 42 binding; 0.42% of 220,000 active; AID 1085; Fluorescence polarization binding assay, mP read-out; inhibition, % (tested at 21.74 µM); in the data active means inhibition above about 50%
PPC-1+TRAIL kill: compounds killing PPC-1 cancer cells with TRAIL present (potentiator screen, no TRAIL-free arm) | PPC-1 cells + TRAIL, ATPLite viability luminescence | AID 1443 | 0.41% of 220,000 active | cell killing (% activity), % at 4 µM;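 active means cell killing above 50% in the first pass at 4 µM, then a duplicate retest at 5 µM averaging 50% or more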;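 further: plate controls were cells with TRAIL plus DMSO for no effect and medium-only wells lacking cells for full effect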
Runt-SMMHC FRET: Runt domain-CBFb-SMMHC interaction inhibition; 0.74% of 220,000 active; Q01196+Q13951; Cerulean-Runt/Venus-CBFb-SMMHC FRET ratio 530/480, 1 h; inhibition, % at 20 µM; AID 1434;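 active means mean inhibition across duplicate retests at 20 µM reaching about 50%, limit read from the data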;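 further: 0% = DMSO wells and 100% = wells with excess untagged CBFb-SMMHC; inhibitors lower the FRET ratio by blocking Runt binding to CBFb-SMMHC; some results filed as inactive read as strong as hits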
NCF1 inh: p47phox (human) inhibition | P14598 | inhibition, % at 24.7 µM | AID 1274 | p47phox/p22phox peptide binding, fluorescence polarization, 2 h | 0.53% of 220,000 active;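 active means inhibition above about 30%, limit read from the data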;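 further: 0% = p47phox with labelled peptide and 100% = labelled peptide alone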
Target sequence (P14598 whole entry, looked up): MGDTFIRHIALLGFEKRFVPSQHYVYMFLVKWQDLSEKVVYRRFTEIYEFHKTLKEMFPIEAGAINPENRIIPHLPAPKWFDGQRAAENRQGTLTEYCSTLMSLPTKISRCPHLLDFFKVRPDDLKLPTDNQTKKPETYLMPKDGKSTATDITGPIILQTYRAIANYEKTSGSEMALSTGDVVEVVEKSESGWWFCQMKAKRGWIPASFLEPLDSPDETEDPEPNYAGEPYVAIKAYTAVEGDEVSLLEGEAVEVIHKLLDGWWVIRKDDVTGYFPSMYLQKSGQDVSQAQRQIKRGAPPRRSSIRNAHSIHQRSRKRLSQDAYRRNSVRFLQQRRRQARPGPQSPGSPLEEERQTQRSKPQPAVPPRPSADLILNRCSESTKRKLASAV
TRPML3 ag: agonists of human TRPML3 channel; HEK293 TRPML3-YFP, Fluo-8 calcium fluorescence; 100% = the carbachol control signal; activation, % at 3 µM; 0.29% of 220,000 active; AID 1448;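 active means activation above its plate's cutoff, the mean activation of the plate's test wells plus 3 SD, cut at about 12% in these data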;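 further: 0% = DMSO only wells and 100% = carbachol wells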
Target sequence (Q8TDD5 whole entry, looked up): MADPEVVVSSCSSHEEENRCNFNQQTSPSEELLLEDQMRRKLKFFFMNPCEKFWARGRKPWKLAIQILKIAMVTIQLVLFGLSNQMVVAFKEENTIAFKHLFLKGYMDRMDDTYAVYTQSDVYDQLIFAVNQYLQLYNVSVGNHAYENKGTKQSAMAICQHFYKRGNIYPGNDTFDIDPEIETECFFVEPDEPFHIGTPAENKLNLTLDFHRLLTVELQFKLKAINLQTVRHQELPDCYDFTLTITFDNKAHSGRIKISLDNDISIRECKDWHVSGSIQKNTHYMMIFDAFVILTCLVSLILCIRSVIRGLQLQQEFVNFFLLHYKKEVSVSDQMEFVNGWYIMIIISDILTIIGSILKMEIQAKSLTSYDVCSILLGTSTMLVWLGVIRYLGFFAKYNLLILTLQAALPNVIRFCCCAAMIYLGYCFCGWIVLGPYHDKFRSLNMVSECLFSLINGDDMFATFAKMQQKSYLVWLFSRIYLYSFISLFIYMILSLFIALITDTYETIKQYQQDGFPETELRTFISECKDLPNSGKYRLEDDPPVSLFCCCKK
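Material: TRPML3-YFP stable HEK293 cells | Dosing: One concentration, 3 µM nominal, 0.3% DMSO | Timing: 125 s total fluorescence read per well | Technique: Fluo-8 calcium dye fluorescence, ex 470-495, em 515-575 nm | Measure: Percent activation from peak-to-basal fluorescence ratio, scaled between DMSO and carbachol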
TNF necrop inh: blocks TNF-alpha induced death of Jurkat FADD-/- cells | Jurkat FADD-/- TNF necroptosis rescue, ATP luminescence, 24 h; 0 = TNF only, 100 = no-TNF cells | activation (protection from cell death), % at 10 µM | 0.068% of 220,000 active | AID 463075;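 active means activation, meaning protection from cell death, of at least 50% relative to plate controls; inactive means activation below 50%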;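 further: necroptosis triggered by 40 ng/mL TNF-alpha added together with compound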
An asterisk follows results filed as active; . = no result given.

SMILES	TRPN1 ag	CHOP inh	MDM2 E3 inh	EBV gp42 inh	PPC-1+TRAIL kill	Runt-SMMHC FRET	NCF1 inh	TRPML3 ag	TNF necrop inh
S=c1[nH]nc(Cc2ccc(Cl)cc2)o1	2.1	-1	.	-14	21	-2	-6	0.7	0.3
Cc1cc(C)cc(N2CCCn3c2nc2c3c(=O)n(CC(=O)OCc3ccccc3)c(=O)n2C)c1	-1.0	5	4	-29	7	-1	-11	0.3	-3.2
Cn1cccc1Cc1nnc(SCC(=O)N2CCc3ccccc32)n1-c1ccc(F)cc1	2.6	20	-32	-19	-5	0	-16	0.6	2.2
O=C1CC(c2cccs2)c2ccc3ccccc3c2N1 (centres undefined)	-0.8	1	-11	2	21	-1	-1	0.3	1.3
CCOC(=O)c1ccc(Cl)c(NC(=O)c2cccnc2)c1	-1.2	-3	4	-12	16	-5	-5	1.0	1.9
C#CCSc1nnnn1-c1ccc(OCC)cc1	-0.3	-3	-9	-7	-2	-1	11	0.0	1.7
CSc1ccc(-c2nnn(CC(=O)NCc3ccccc3)n2)cc1	1.9	62	-11	-8	11	-6	-9	0.4	-3.0
COc1ccc([N+](=O)[O-])cc1N(CC(=O)N1CCCCC1)S(C)(=O)=O	-0.6	15	1	10	8	-1	-1	3.9	-1.1
COc1ccc(-c2cc(CS(=O)(=O)c3ccccc3)on2)cc1	-0.8	-13	-23	11	17	2	-12	0.2	2.0
Cc1ccc(NC(=O)COC(=O)CNC(=O)c2ccc(C)s2)cc1	-0.4	-27	-8	-13	9	2	4	-0.1	0.3
O=C(CSc1nc2ccccc2c(=O)n1-c1cccc(C(F)(F)F)c1)NC1CC1	-1.0	15	-13	-5	12	-3	2	0.3	0.4
O=C(c1cccc(C(=O)N2CCN(Cc3ccccc3)CC2)c1)N1CCN(Cc2ccccc2)CC1	5.4	52	-4	-7	-2	1	-15	3.3	-1.7
N#CC1=C(N)Oc2c(oc(CO)cc2=O)C1c1ccsc1 (centres undefined)	0.9	31	-13	3	14	-2	-6	0.8	-0.1
O=S(=O)(c1ccc2oc3ccccc3c2c1)N1CCOCC1	-0.9	13	-5	3	8	3	-10	-0.6	-0.8
CCN1C(=O)/C(=C2/C=CC=CN2C)OC1=S	-0.7	26	10	-6	26	4	-42	0.4	-0.2
COc1ccc(-n2c(=O)c3c4c(sc3n(CC(=O)Nc3cc(C)[nH]n3)c2=O)CCCC4)c(OC)c1	0.6	1	-6	9	-32	-4	-2	0.1	-1.1
Cc1ccc(S(=O)(=O)N2CCC(O)(c3cccnc3)CC2)cc1	-0.8	-8	-5	-8	6	1	-14	0.7	0.8
O=c1c2ccccc2nc2c3ccccc3c(Cl)nn12	2.6	-3	4	-4	.	.	-5	0.3	-1.9
CCOC(=O)C1(Cc2ccc(Cl)cc2)CCN(C(=O)c2sc(C)nc2C)CC1	2.4	19	-4	-8	-9	-1	0	1.1	-3.4
C=CCN(c1ccccc1C(=O)O)S(=O)(=O)c1ccc(C)cc1	0.2	-13	-8	0	.	.	-5	0.8	1.3
O=C(COC(=O)Cc1ccccc1F)Nc1ccc(Cl)cn1	-1.4	8	0	7	-1	2	-3	0.3	0.9
O=C1C2CC=CCC2C(=O)N1c1ncn[nH]1 (centres undefined)	0.3	37	-3	-23	22	-8	-8	0.3	-0.5
Cc1ccc(-c2cc([C@H]3[C@@H]4C=CCC[C@@]4(C)C(=O)N3Cc3ccccc3)ccc2F)cc1	.	36	7	-6	11	-2	-14	.	-0.9
CCc1cccc(N(C(=O)c2csnn2)C(C(=O)NC(C)(C)C)c2ccccn2)c1 (centres undefined)	-1.2	16	-5	-17	.	.	-7	-0.1	0.1
CCOC(=O)/C(=N/Nc1ccc(OC)cc1)N1CCCc2ccccc21	-3.7	7	-12	-7	1	-3	-15	-1.1	-5.3
CC(C)N(Cc1ccccc1)C(=S)NC1CCCCC1	-1.8	8	-94	-2	17	1	3	0.3	0.0
O=C(Cc1ccccc1)Nc1nc2ccccc2s1	0.3	33	-8	-16	31	11	-19	0.4	12
CCOC(=O)c1c(-c2ccccc2)csc1NC(=O)c1cc2ccccc2oc1=O	-0.5	-3	-17	6	2	-4	-11	0.5	-2.3
COc1ccc(C)cc1NC(=O)CSc1nnc(CC(=O)Nc2ccccc2C)n1C	-0.3	12	-7	7	2	-1	-1	-0.1	-0.9
Cc1ccc(-n2[nH]c(C)c(C=Nc3ccc(S(=O)(=O)Nc4nccs4)cc3)c2=O)cc1	-0.3	-18	-15	6	33	-5	-6	0.8	-4.7
CC(C)N(CCn1c(=S)[nH]c2ccccc2c1=O)C(C)C	0.2	-3	-12	-4	-5	2	6	1.1	2.4
O=C(NCCCO)c1nc2ccccc2s1	0.8	2	3	-15	22	-1	-1	0.9	-0.5
N#C/C(=C/c1ccc(N2CCOCC2)c([N+](=O)[O-])c1)C(N)=O	-0.7	-31	-19	-25	9	-3	6	1.1	-0.1
CC(=O)c1c(C)[nH]c(C(=O)NCCc2ccc(Cl)cc2)c1C	1.8	27	6	0	7	-3	-8	0.5	-2.4
CCNC(=S)N(CCc1ccc(OC)c(OC)c1)Cc1cc2cc(OC)ccc2[nH]c1=O	1.9	-14	10	4	-5	1	10	0.7	2.6
COc1ccc(C(=O)Nc2nc3cc4c(cc3s2)OCCO4)c(OC)c1	1.1	8	-7	-9	30	-1	-9	0.8	-3.1
O=C(N/N=C/C=C/c1ccccc1)C1CC1(c1ccccc1)c1ccccc1 (centres undefined)	-0.1	82*	-8	-8	6	0	-15	-0.1	1.4
Cn1cnnc1SCC(=O)Nc1ccc(S(=O)(=O)N2CCCC2)cc1	-0.3	39	.	-17	-6	4	-8	0.3	1.2
COC(=O)c1cn(NC(=O)c2ccc([N+](=O)[O-])c(C)c2)c(=O)c2ccccc12	0.6	31	-2	-4	-9	0	-9	1.0	0.7
COc1ccc(-c2nc(CN3CCN(c4ccccc4OC)CC3)c(C)o2)cc1	2.5	66	7	5	-10	-4	-5	1.8	-0.1
Cc1ccnc2nc(C(=O)Nc3ccc4c(c3)OCO4)nn12	0.8	35	-21	-7	32	5	-2	0.8	-4.5
O/N=C/c1cc(Br)cs1	1.4	16	0	-8	15	0	-2	0.7	-2.3
Cc1sc(NC(=O)Cc2ccc3c(c2)OCO3)nc1-c1ccc2c(c1)CCN2C(=O)c1cccc(F)c1	1.5	63	.	0	5	-1	-13	0.4	3.2
CC(C)(C)NCC1(CO)SC(N)=NC1=O (centres undefined)	1.0	5	-10	1	0	-8	5	0.6	1.4
Cc1ccc(S(=O)(=O)Nc2ccc3c(c2)n(C)c(=O)n3C)c(C)c1	3.9	-1	-13	13	17	-27	6	2.1	-3.5
O=C(Nn1cnnc1)c1ccncc1	1.2	-7	0	-21	5	-2	-9	0.5	0.7
CCN1CCN(Cc2cccc(Oc3ccccc3)c2)CC1	-1.6	6	-22	8	24	-4	8	1.0	0.3
Cc1ccc(C2=NC3(CCCCC3)NC2=S)cc1	-0.4	-10	6	10	13	-3	-14	0.9	-0.3
CCCC(=O)N(c1ccc2oc(=O)sc2c1)S(=O)(=O)c1cccs1	0.0	22	-15	-1	-1	32	0	-0.1	-0.1
Cc1ccc(C)c2[nH]c(=O)c(C(c3nnnn3Cc3ccco3)N3CCc4ccccc4C3)cc12 (centres undefined)	-0.5	8	-13	-23	19	9	-89	-0.4	-2.7

Later entries.
SMILES	TRPN1 ag	CHOP inh	MDM2 E3 inh	EBV gp42 inh	PPC-1+TRAIL kill	Runt-SMMHC FRET	NCF1 inh	TRPML3 ag	TNF necrop inh
O=C(C1=C[C@@H](C2CC2)C[C@@H](OCc2ccc(CO)cc2)O1)N1CCN(Cc2ccc3c(c2)OCO3)CC1	0.1	5	.	-10	4	0	-3	0.1	1.5
Cc1ccc(C2(C)NC(=O)N(CC(=O)NCc3cccs3)C2=O)cc1 (centres undefined)	-2.0	23	-3	-25	23	-3	-24	0.8	1.0
Cc1c(C(=O)Nc2ccc(-c3nnc4n3CCCCC4)cc2)oc2c1ccc1ccccc12	0.7	95*	.	-45	-8	1	-44	0.5	7.7
CCCCN1C2=C(C(=O)CC(C)(C)C2)C(c2ccccc2)C2=C1c1ccccc1C2=O (centres undefined)	-2.1	32	0	-14	16	-9	-22	0.4	-9.8
Fc1cccc2sc(Nc3nnc(-c4ccco4)o3)nc12	1.6	-61	-14	-9	22	14	-20	1.3	-1.8
O=C(NC1CCCCCC1)c1nc2ncccn2n1	1.1	-37	-9	-1	21	1	-246	1.4	0.2
COc1ccc(C(=O)c2cc(C(C)=O)c(Nc3ccccc3)s2)cc1	-0.9	28	-5	14	9	19	-19	0.8	4.8
COc1cc(C2Nc3ccccc3C(=O)N2c2ccc(Cl)cc2)c(Cl)cc1OCC(=O)O (centres undefined)	-1.1	-68	-4	2	18	15	-1	0.0	0.8

Screens (PubChem BioAssay)
